From PubChem BioAssay
AmpC inh det: AmpC beta-lactamase inhibition, detergent assay; P00811; purified AmpC, nitrocefin hydrolysis with detergent; Potency, µM (series often up to 28.7 µM), without a hit: at the highest dose activity change, negative = inhibition; actives 0.09% (n = 71,000); AID 584; active means well fitted curve in the direction sought with a large enough effect
Target sequence (P00811 whole entry, looked up): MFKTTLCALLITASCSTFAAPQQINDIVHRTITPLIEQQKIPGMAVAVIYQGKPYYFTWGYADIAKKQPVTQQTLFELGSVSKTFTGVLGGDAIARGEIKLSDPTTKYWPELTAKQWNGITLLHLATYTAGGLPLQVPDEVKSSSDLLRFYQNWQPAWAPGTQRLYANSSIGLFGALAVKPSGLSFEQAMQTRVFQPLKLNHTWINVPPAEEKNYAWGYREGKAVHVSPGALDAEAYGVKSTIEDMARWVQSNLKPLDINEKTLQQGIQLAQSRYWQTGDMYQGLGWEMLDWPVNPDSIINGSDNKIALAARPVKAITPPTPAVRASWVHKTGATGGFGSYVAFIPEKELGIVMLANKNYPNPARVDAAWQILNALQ
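E. coli AmpC (5.3 nM) in 20 mM phosphate pH 7.0 with 0.01% Triton X-100, preincubated 15 min RT with compound; nitrocefin (2 uL of 800 uM stock) hydrolysis followed by 480 nm absorbance every 20 s over 4 min.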
* marks the source's active call; other numbers are inactive results; & = joins results of further samples; [ ] = another dose, or the depositor's remark. On the % scale 0 is the no-effect control and ±100 the full control effect; potency means the concentration at half of the fitted maximal effect. This is a subset. The share of hits here may be higher or lower than overall.

`O=C(NCc1cccs1)C1CCCN(S(=O)(=O)c2cccs2)C1` (stereo not given) gave AmpC inh det 11.0%.
Screening CC(=O)Nc1ccc(S(=O)(=O)NC2(C(F)(F)F)NC(=O)N(C3CCCC3)C2=O)cc1 (stereo not given) returned AmpC inh det -0.5%.
`CCOc1ccc(Oc2nc(NCC(C)C)nc(N(C)C)n2)nn1` gave AmpC inh det -2.6%.
For Cc1cc(C(=O)N2CCc3ccccc32)n(-c2ccccc2)n1 the results were AmpC inh det -2.7%.
CCC(=O)OCc1cc2cccc(C)c2[nH]c1=O was read as AmpC inh det -4.1%.
O=Cc1ccc2c(c1)OCO2 was read as AmpC inh det 6.6%.
For O=C1NCCCC1C(=O)N1CCN(C(=O)C2CCCNC2=O)CC1 (stereo not given) the results were AmpC inh det -0.6%.
For FC(F)(F)c1ccc2c(c1)nc1n2CCCC1 the results were AmpC inh det -0.4%.
`O=C1c2ccccc2S(=O)(=O)N1CC(O)Cn1c2ccccc2c2ccccc21` (stereo not given) gave AmpC inh det 8.1%.
`COC(=O)c1[nH]c2c(c1C)C(=O)CC(c1ccccc1)C2` (stereo not given) gave AmpC inh det 12.9%.
`Oc1c(C(c2ccco2)N2CCN(C(c3ccccc3)c3ccccc3)CC2)sc2ncnn12` (stereo not given) gave AmpC inh det 11.3%.
Screening CCOCCOC(C)=O returned AmpC inh det 4.9%.
O=C(CSc1ncnc2c1oc1ccccc12)N1CCCc2ccccc21 was read as AmpC inh det 11.2%.
Cc1ccc(-n2nnnc2SC(C)C(=O)Nc2ccc(Cl)cn2)cc1 (stereo not given) was read as AmpC inh det -1.7%.
Cc1noc(C)c1S(=O)(=O)N1CCC(C(=O)N2CCN(c3ccc(F)cc3)CC2)CC1 was read as AmpC inh det -0.9%.
O=C(CSc1nnc(-c2cccs2)n1-c1ccccc1)NCC1CCCO1 (stereo not given) was read as AmpC inh det -1.6%.
For Cc1ccccc1OCC(=O)Nc1ccc2c(c1)OCO2 the results were AmpC inh det 4.7%.
Screening COc1ccc(-c2nn(C)c3sc(C(=O)NCc4ccco4)cc23)cc1OC returned AmpC inh det -6.0%.
`COc1ccc(C(c2c(O)ccc3ccccc23)N2CCOCC2)c(OC)c1` (stereo not given) gave AmpC inh det 11.7%.
`O=C(CSc1ccc2nnc(-c3ccccn3)n2n1)NCC1CCCO1` (stereo not given) gave AmpC inh det 7.6%.
`COC(=O)[C@H](C)NC(=O)NCc1ccccc1F` gave AmpC inh det -0.8%.
Screening CCn1c(SCC(=O)N2CCN(c3ccc(Cl)cc3)CC2)nc2ccccc2c1=O returned AmpC inh det -5.8%.
Screening CCOC(=O)N1CCC(NC(=O)c2cc3cc4cc(OC)ccc4nc3o2)CC1 returned AmpC inh det 0.1%.
Screening CN(C)CCNC(=O)NC1CCCCC1 returned AmpC inh det 7.6%.
For COc1ccccc1C(=O)Oc1ccc(N2C(=O)CCC2=O)cc1 the results were AmpC inh det -1.8%.
For c1csc(CN2CC3(CCNCC3)C2)n1 the results were AmpC inh det -2.8%.
`CS(=O)(=O)N(CC(=O)N1CCCC1)c1cccc(Cl)c1` gave AmpC inh det -4.0%.
Screening CCC(=NCc1cccnc1)c1c(O)n(C2CCCCC2)c(=O)[nH]c1=O returned AmpC inh det -0.9%.
O=C(COc1ccc2c(c1)OCO2)Nc1ccc2c(c1)oc1ccccc12 was read as AmpC inh det -1.8%.
O=C(NCCn1cccc1)c1cccc2ccccc12 was read as AmpC inh det -5.8%.
For COC(=O)c1c(NC(=O)CSc2nncs2)sc2c1CCCCC2 the results were AmpC inh det -2.5%.
Screening C/C(=C\c1ccco1)C1C(C#N)=C(N)Oc2n[nH]c(-c3ccccc3)c21 (stereo not given) returned AmpC inh det 3.8%.
Screening CCCCCN(C(=O)NC(=O)NCCCC)S(C)(=O)=O returned AmpC inh det -3.5%.
Screening CCn1c(=O)cc(SCC(=O)N2CCN(C(=O)c3ccco3)CC2)c2ccccc21 returned AmpC inh det 9.7%.
CC(=O)Nc1nc(C)c(Cc2ccccc2)c(=O)[nH]1 was read as AmpC inh det -1.9%.
Screening CCCCCn1c(S(=O)(=O)O)nc2ccccc21 returned AmpC inh det 8.2%.

Two records drawn at random from those above, as already listed:
CC(=O)Nc1nc(C)c(Cc2ccccc2)c(=O)[nH]1 was read as AmpC inh det -1.9%.
`CS(=O)(=O)N(CC(=O)N1CCCC1)c1cccc(Cl)c1` gave AmpC inh det -4.0%.

Additional entries:
Screening CCC(CC)C(=O)NCc1ccccc1Cl returned AmpC inh det 24.6%.
COc1ccc(N2CCN(c3nc(NCCc4ccc(OC)c(OC)c4)nc(OC)n3)CC2)cc1 was read as AmpC inh det -3.7%.
`O=C(NCCCC(=O)N1CCOCC1)c1cccnc1` gave AmpC inh det 5.5%.
Screening CCOC(=O)C1CCN(C(=O)c2cnn3c(C)cc(C)nc23)CC1 returned AmpC inh det 12.2%.
For CCNc1nc2nonc2nc1NCC the results were AmpC inh det -4.5%.
`NC(=O)NC(N)=O` gave AmpC inh det 12.0%.
Screening C=CCn1c(SCc2ccccc2C#N)nnc1-c1ccccc1O returned AmpC inh det -3.0%.
`COc1ccc(S(=O)(=O)NCCC(=O)NCc2cccs2)cc1` gave AmpC inh det 0.6%.
Screening O=C(CSc1nc2ccccc2n1CC(=O)N1CCCC1)Nc1nccs1 returned AmpC inh det -0.1%.
`CCOc1ccc(-c2[nH]ncc2Oc2ccccc2OCC)c(O)c1` gave AmpC inh det 1.4%.
For Cc1ccccc1Cn1nc(C)c(NC(=O)c2cc(-c3cccs3)on2)c1C the results were AmpC inh det -2.9%.
Nc1cc(N)nc(SCc2cccnc2)n1 was read as AmpC inh det 17.4%.
`CC(=O)Nc1ccc(S(=O)(=O)N(C)S(=O)(=O)c2ccc(F)cc2)cc1` gave AmpC inh det -4.2%.
For COc1ccc(Cl)cc1NC(=O)CSc1ncnc2c1oc1ccccc12 the results were AmpC inh det -2.6%.
For CC(=O)c1cnc2nc(C)nn2c1C the results were AmpC inh det -1.2%.
Screening Cc1ccc(N2C(=O)NC(=O)C3(Cc4ccccc4N4CCCC43)C2=O)cc1 (stereo not given) returned AmpC inh det -0.7%.
`CCOc1ccc(S(=O)(=O)NCCCN2CCOCC2)c2ccccc12` gave AmpC inh det -2.3%.
CCOc1ccccc1Nc1nnc(SCC(=O)Nc2cc(C)on2)s1 was read as AmpC inh det -1.0%.
Screening CCNC(=O)N1CCN(CCCC(c2ccc(F)cc2)c2ccc(F)cc2)CC1 returned AmpC inh det -4.4%.
For CNc1ccc(C(O)(C(F)(F)F)C(F)(F)F)cc1C(O)(C(F)(F)F)C(F)(F)F the results were AmpC inh det -12.4%.
`Cc1cc(C)nc(N2CCCC(C(=O)NCCc3ccc(F)cc3)C2)n1` (stereo not given) gave AmpC inh det 0.7%.
CCOC(=O)C(C)Sc1nnc(Cc2cc(=O)[nH]c(=O)[nH]2)n1-c1cccc(OC)c1 (stereo not given) was read as AmpC inh det 10.4%.
NC(=O)CSc1nnc(-c2cc3ccccc3o2)n1Cc1ccccc1 was read as AmpC inh det -4.5%.
For COCC(=O)N1CCC[C@@]2(CCN(c3ncccn3)C2)C1 the results were AmpC inh det 1.9%.

Among those listed so far, 2 have a cyano group.
Screening C/C(=C\c1ccco1)C1C(C#N)=C(N)Oc2n[nH]c(-c3ccccc3)c21 (stereo not given) returned AmpC inh det 3.8%.
Screening C=CCn1c(SCc2ccccc2C#N)nnc1-c1ccccc1O returned AmpC inh det -3.0%.

More compounds follow.
`C[C@@]1(C(NC(=O)Cc2ccccc2)c2ccc(-c3ccccc3)cc2)C[C@H]1C1CCCCC1` (stereo not given in full) gave AmpC inh det -1.7%.
COc1ccc(NC(=O)CCNC(=O)Cn2cnc3ccccc3c2=O)c(OC)c1 was read as AmpC inh det 10.3%.
O=C1CCCC2=C1C(c1ccccc1O)C1=C(CCCC1=O)O2 was read as AmpC inh det 1.6%.
Screening COC(=O)C1=C(C)N(C2CCCC2)C(=O)C1(NC(C)=O)C(F)(F)F (stereo not given) returned AmpC inh det -7.8%.
For O=C(Cn1c(NCCO)nc2ccccc21)c1ccco1 the results were AmpC inh det -4.8%.
`CCS(=O)(=O)N1CCC(C(=O)NCCCN2CCC(Cc3ccccc3)CC2)CC1` gave AmpC inh det -1.0%.
`CCOc1cc2c(cc1C(C)(C)C)NC(=O)CS2` gave AmpC inh det -10.3%.
CC(C)n1c(-c2ccc(N(C)C)cc2)nc2ccccc21 was read as AmpC inh det 0.3%.
`CC(C)CCNC(=O)CCCn1c(=O)[nH]c2ccc(Br)cc2c1=O` gave AmpC inh det -1.3%.
Cc1noc(C)c1-c1cncnc1NC1CC1 was read as AmpC inh det 8.0%.
Screening Cc1c(-n2cc(C(=O)O)c(=O)c3cc(F)c(N4CCCC4)c(F)c32)c(=O)n(-c2ccccc2)n1C returned AmpC inh det -1.7%.
Cc1cc(C(=O)COC(=O)CCCN2C(=O)c3ccccc3C2=O)c(C)n1C was read as AmpC inh det -3.1%.
`COc1ccc(Nc2nnc(Cc3ccc(Cl)cc3)c(=O)[nH]2)c(OC)c1` gave AmpC inh det -5.7%.
`O=C(NCc1ccccc1)NC1(C(=O)N2CCN(c3ccccc3)CC2)CCCCC1` gave AmpC inh det -5.1%.
For CCOC(=O)c1ccccc1NC(=O)C1COc2ccccc2O1 (stereo not given) the results were AmpC inh det -1.8%.
Screening COc1ccc(NC(=O)Cc2ccc(Cl)cc2)cc1NC(=O)c1ccco1 returned AmpC inh det -3.9%.
Screening CCCCOc1ccc(-c2nc(-c3cccnc3)no2)cc1 returned AmpC inh det -1.1%.
Screening COc1ccc(C(=O)NCc2cccnc2)cc1S(=O)(=O)N1CCOCC1 returned AmpC inh det 1.6%.
`CC(C)NC[C@H](O)c1ccc(NS(C)(=O)=O)cc1` gave AmpC inh det -6.4%.
`c1cncc(-c2nnc(SCc3nc4ccccc4[nH]3)o2)c1` gave AmpC inh det -2.6%.
For Cc1ccc(N2C(=O)c3oc4ccccc4c(=O)c3C2c2cccc(O)c2)nc1 (stereo not given) the results were AmpC inh det -6.0%.
`O=C(O)c1c[nH]c2ccc(S(=O)(=O)N3CCN(c4ccc(F)cc4)CC3)cc2c1=O` gave AmpC inh det -3.9%.
For O=c1[nH]c2ccc(Br)cc2c(-c2ccccc2)c1N1CCOCC1 the results were AmpC inh det 12.9%.
For CCCC1(c2ccccc2)NC(=O)N(CC(=O)c2[nH]c(C)c(C(=O)OCC)c2C)C1=O (stereo not given) the results were AmpC inh det -3.3%.
Screening Cc1c(NC(C)C)c(=O)n(-c2ccccc2)n1C returned AmpC inh det 0.5%[12.8 µM].
Screening COC(=O)c1ccccc1NC(=O)Cn1cc(Br)cn1 returned AmpC inh det -5.5%.
For CN(C)c1ccc(C(=N)c2ccc(N(C)C)cc2)cc1 the results were AmpC inh det 8.7%.
O=c1cc(N2CCC3(CC2)OCCO3)[nH]c(=O)n1-c1ccc(Br)cc1 was read as AmpC inh det -3.1%.
Screening Cc1cc(=O)[nH]c(SCC(=O)Nc2cccc(C(F)(F)F)c2)n1 returned AmpC inh det -3.5%.
`CCN(CC)CCn1c2ccccc2c2nc(C)sc21` gave AmpC inh det -2.3%.
For Cc1ccc(S(=O)(=O)NC(=O)NCc2ccccn2)cc1 the results were AmpC inh det -3.2%.
O=C(COC(=O)c1ccccn1)Nc1nccs1 was read as AmpC inh det -2.6%.
`O=c1cc(O)c2c(=O)[nH]c(=O)n(-c3ccccc3)c2[nH]1` gave AmpC inh det -4.0%.
`COc1ccc(OCC(O)COc2ccc(C(=O)O)cc2)cc1` (stereo not given) gave AmpC inh det -3.2%.
For Cc1cc(Cl)ccc1NC(=O)CSc1nnc(-c2ccncc2)n1Cc1ccco1 the results were AmpC inh det -3.6%.
CCOC(=O)c1[nH]c2ccc(OCC)cc2c1NC(=O)CN1CCC2(CC1)OCCO2 was read as AmpC inh det -4.5%.

Seven structures already listed, arranged by count of non-hydrogen atoms, low to high:
For CC(=O)c1cnc2nc(C)nn2c1C the results were AmpC inh det -1.2%.
Screening CN(C)CCNC(=O)NC1CCCCC1 returned AmpC inh det 7.6%.
`CC(C)NC[C@H](O)c1ccc(NS(C)(=O)=O)cc1` gave AmpC inh det -6.4%.
Screening COC(=O)c1ccccc1NC(=O)Cn1cc(Br)cn1 returned AmpC inh det -5.5%.
`COC(=O)c1[nH]c2c(c1C)C(=O)CC(c1ccccc1)C2` (stereo not given) gave AmpC inh det 12.9%.
Screening O=C(CSc1nc2ccccc2n1CC(=O)N1CCCC1)Nc1nccs1 returned AmpC inh det -0.1%.
`COc1ccc(C(c2c(O)ccc3ccccc23)N2CCOCC2)c(OC)c1` (stereo not given) gave AmpC inh det 11.7%.

Remaining list, next part:
Screening O=C(Nc1nc2n(n1)C(c1ccccc1)CC(c1ccc(Cl)cc1)N2)c1ccco1 (stereo not given) returned AmpC inh det -4.8%.
For N[C@@]1(C(=O)O)CC[C@H](C(=O)O)C1 the results were AmpC inh det -2.4%&-1.9%&-0.7%.
For COCCCNC(=O)CCCn1c(=O)c2ccccc2n(CC(=O)Nc2c(C)cc(C)cc2C)c1=O the results were AmpC inh det 13.4%.
For Cc1ccc(C2SCC(=O)Nc3c2c(=O)[nH]n3C2CCOC(C)(C)C2)cc1 (stereo not given) the results were AmpC inh det -2.3%.
For Cc1c(C(=O)NC(C)C)oc2c1-c1[nH]ncc1CC2 the results were AmpC inh det -1.9%.
`COC(=O)COc1ccc(C(=O)OC)cc1` gave AmpC inh det -2.0%.
Screening S=c1oc(-c2ccncc2)nn1CCc1ccncc1 returned AmpC inh det -4.8%.
`C/C(Cl)=C\CNC(C)c1ccccc1` (stereo not given) gave AmpC inh det 13.4%.
`CCNC(=O)NC(C(=O)OC)C12CC3CC(CC(C3)C1)C2` (stereo not given) gave AmpC inh det -5.0%.
`COC1=CC(=O)OC(CCc2ccccc2)C1` (stereo not given) gave AmpC inh det 8.4%.
Screening C[C@](O)(c1ccccc1)c1nccc2ccccc12 returned AmpC inh det -2.0%[5.75 µM].
